High-throughput results from PubChem.
M4 PAM – CHRM4 positive allosteric modulation; P08173; activation, % at 3 µM; CHO-K1 hM4/Gqi5, Fluo-8 calcium fluorescence, ACh EC20; 0% = ACh EC20, 100% = maximal ACh; hit rate 0.4% among 360,000;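 active = activation above its plate's cutoff, the mean activation of sample wells plus 3 SD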; note: some results filed as inactive read as strong as hits
Target sequence (P08173 whole entry, looked up): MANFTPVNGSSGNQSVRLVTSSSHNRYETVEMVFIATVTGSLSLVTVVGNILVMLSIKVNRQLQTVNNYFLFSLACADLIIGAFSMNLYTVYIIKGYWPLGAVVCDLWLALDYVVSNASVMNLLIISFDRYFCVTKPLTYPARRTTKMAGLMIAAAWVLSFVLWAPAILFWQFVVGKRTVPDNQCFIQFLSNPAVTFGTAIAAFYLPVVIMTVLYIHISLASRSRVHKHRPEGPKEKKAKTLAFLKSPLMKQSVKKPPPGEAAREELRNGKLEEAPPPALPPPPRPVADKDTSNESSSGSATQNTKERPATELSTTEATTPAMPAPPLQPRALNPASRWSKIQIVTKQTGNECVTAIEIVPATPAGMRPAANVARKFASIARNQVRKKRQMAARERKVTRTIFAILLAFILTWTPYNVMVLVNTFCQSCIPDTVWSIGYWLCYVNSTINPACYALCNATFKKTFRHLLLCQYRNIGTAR
IDE cell inh – inhibitors of human insulin-degrading enzyme in cells; inhibition, % at 5.59 µM; HEK cells, FAbetaB cleavage, fluorescence polarization; hit rate 0.41% among 320,000;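 active = percent inhibition above the average of all tested compounds plus 3 SD, set per screening campaign, cut at about 16% in these data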;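 note: IDE supplied by intact live HEK cells; FP after avidin binding of uncleaved biotin substrate so inhibition keeps polarization high; 0% = DMSO wells and 100% = 60 µM reference IDE inhibitor Ii1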
MEKK3 PB1 HTS – MEKK3-MEK5 PB1 interaction, increase or decrease; binding response (% of control), % at 10 µM; hit rate 1.4% among 290,000; Q99759; AID 1529; bead-based flow cytometry, Alexa488-MEK5 binding to MEKK3; actives lie on both sides; 0 = blocked by unlabeled MEK5, 100 = vehicle;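 active = binding response more than 3 SD above or below the average of its plate-row segment, actives on both sides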;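 note: Alexa488 bead fluorescence after subtracting the streptavidin-only scavenger bead signal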
CRFR2-BP ag – agonists of human CRF-binding protein/CRF-R2 receptor complex; HEK293 CRF-R2/CRF-BP, calcium dye fluorescence (FLIPR); percent of saturating CRF peptide response; activation, % at 13.2 µM; hit rate 0.46% among 350,000; AID 588473;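 active = activation of at least 50%, plus an integration ratio under a set limit after plate pattern correction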;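 note: plate controls were neutral control wells without compound for no effect and CRF at EC100 for full effect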
PHOSPHO1 block – inhibitors of human PHOSPHO1 phosphatase | inhibition, % at 13.3 µM | Q8TCT1 | hit rate 1.1% among 290,000 | recombinant PHOSPHO1, absorbance phosphatase assay | AID 1565; in the data active = inhibition above about 60%
Target sequence (Q8TCT1 whole entry, looked up): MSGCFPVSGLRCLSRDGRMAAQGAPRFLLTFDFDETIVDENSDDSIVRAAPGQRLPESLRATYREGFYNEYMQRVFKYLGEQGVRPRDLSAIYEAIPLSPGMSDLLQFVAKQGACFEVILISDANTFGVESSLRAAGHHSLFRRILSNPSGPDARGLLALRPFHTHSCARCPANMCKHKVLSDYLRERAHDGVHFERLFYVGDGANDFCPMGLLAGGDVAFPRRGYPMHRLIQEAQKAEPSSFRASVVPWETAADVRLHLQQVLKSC
p-CIP stab down – p/CIP protein destabilization | Q05BA5 | F442A p/CIP-EGFP cells, EGFP fluorescence, 16 h | decrease of EGFP signal, % at 10 µM | hit rate 0.01% among 290,000 | AID 1984;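 active = EGFP signal decrease of at least 30% at 10 µM or well 3 SD below plate mean, unless failing retest; inactive = the rest, including hits failing retest or dose response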; note: some compounds called inactive have numbers as strong as hits; many of its hits are not listed in these tables
CRFBP-R2 block – CRF-BP/CRF-R2 complex antagonism | HEK293 CRF-R2/CRF-BP, CRF-induced calcium fluorescence | inhibition, % at 11.8 µM | hit rate 0.59% among 350,000;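 active = inhibition of the ligand-induced calcium signal above about 50% at the single tested concentration, limit read from the data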
IDE cell activ – boosts human insulin-degrading enzyme activity in HEK cells. AID 493087. activation, % at 5.96 µM. FAbeta-B cleavage, fluorescence polarization; 0% vehicle, 100% cell-free pure enzyme wells. hit rate 0.073% among 340,000. P14735;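 active = activation above the mean of all tested compounds plus 3 SD, set per screening campaign, cut at about 17% in these data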
GalR3 antagonist – human GalR3 antagonism; O60755; HEK293 GalR3-CNG cAMP membrane potential fluorescence; galR3 body fused to GalR1 C-terminus; inhibition, % at 3 µM; hit rate 0.44% among 360,000;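 active = inhibition above the screen-wide average plus 3 SD, cut at about 13% in these data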;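 note: forskolin and galanin both at EC90 stimulate the cells; cAMP rise reported by CNG channel membrane potential dye signal; 0% = forskolin plus galanin with DMSO and 100% = forskolin alone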
Target sequence (O60755 1-299 limits assumed): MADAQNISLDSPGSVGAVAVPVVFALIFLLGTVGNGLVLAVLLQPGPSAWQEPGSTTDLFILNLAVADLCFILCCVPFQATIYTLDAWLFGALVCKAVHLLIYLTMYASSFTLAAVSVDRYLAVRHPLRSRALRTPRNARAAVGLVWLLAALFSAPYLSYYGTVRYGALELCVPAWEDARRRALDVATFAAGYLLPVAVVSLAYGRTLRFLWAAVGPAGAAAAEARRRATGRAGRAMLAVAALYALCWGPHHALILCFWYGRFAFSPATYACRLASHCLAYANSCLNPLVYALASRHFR
* marks the source's active call; other numbers are inactive results; nt = no result given.

Sample of the layout, four compounds:
SMILES	M4 PAM	IDE cell inh	MEKK3 PB1 HTS	CRFR2-BP ag	PHOSPHO1 block	p-CIP stab down	CRFBP-R2 block	IDE cell activ	GalR3 antagonist
CCN(CC(=O)Nc1ccc2c(c1)OCCO2)C(=O)CCc1ccccc1Cl	5	-3	nt	-2.2	nt	nt	2	2	-5
CCCC(=O)N1CCN(c2ccc(NC(=O)c3ccc([N+](=O)[O-])o3)cc2)CC1	0	nt	81	-2.8	28	-12	7	10	-1
CC(C)Oc1ccc(/C(O)=C2/C(=O)C(=O)N(CCCn3ccnc3)C2c2cccnc2)cc1 (stereo unspecified)	14	-5	95	-1.0	3	-2	-17	5	-3
Cc1ccccc1-c1nc(CN2CCC(C(=O)NC3CC3)CC2)c(C)o1	3	0	96	-0.4	9	19	3	4	-8

This part in full, from the start:
SMILES	M4 PAM	IDE cell inh	MEKK3 PB1 HTS	CRFR2-BP ag	PHOSPHO1 block	p-CIP stab down	CRFBP-R2 block	IDE cell activ	GalR3 antagonist
CCN(CC(=O)Nc1ccc2c(c1)OCCO2)C(=O)CCc1ccccc1Cl	5	-3	nt	-2.2	nt	nt	2	2	-5
CCCC(=O)N1CCN(c2ccc(NC(=O)c3ccc([N+](=O)[O-])o3)cc2)CC1	0	nt	81	-2.8	28	-12	7	10	-1
CC(C)Oc1ccc(/C(O)=C2/C(=O)C(=O)N(CCCn3ccnc3)C2c2cccnc2)cc1 (stereo unspecified)	14	-5	95	-1.0	3	-2	-17	5	-3
Cc1ccccc1-c1nc(CN2CCC(C(=O)NC3CC3)CC2)c(C)o1	3	0	96	-0.4	9	19	3	4	-8
CC(OC(=O)c1cccs1)C(=O)NCc1ccccc1 (stereo unspecified)	1	-2	131*	0.7	-4	-6	13	-3	-2
Cc1cccc(C)c1NC(=O)CN(C)C(=O)c1cc(S(=O)(=O)N2CCOCC2)ccc1N1CCCC1	13	12	nt	-1.3	nt	nt	16	-3	-5
CS(=O)(=O)NCCCNc1c(Cl)cccc1[N+](=O)[O-]	12	1	108	0.7	17	-5	6	-4	-6
COc1ccc(Cl)cc1S(=O)(=O)Nc1cccc(C(=O)O)c1	5	-5	103	1.3	6	-18	23	2	-3
O=C(Nc1cc(F)cc(F)c1)c1ccc(NCCCN2CCCCCC2)c([N+](=O)[O-])c1	1	-2	95	-0.3	-18	-4	-1	1	-4
CCc1nn(CC(=O)N2CCN(c3cc(C)ccc3C)CC2)c(=O)c2cc3occc3n12	3	7	98	-2.9	22	-16	3	1	-1
COc1cc2c(cc1OC)C1Cc3ccc(OC)c(OC)c3CN1CC2 (stereo unspecified)	3	3	74	-2.6	10	-4	10	-1	-4
COC(=O)[C@@H]1CCCN1C(=O)CCc1nnc(C2CCCCC2)o1	-3	4	98	1.0	40	4	-1	2	2
Cc1cccc(Cl)c1NNC(=O)Nc1c([N+](=O)[O-])c(C)nn1C	-10	10	97	0.3	-127	4	1	4	4
COc1ccc(NC(=O)NCCCN2CCCC2=O)cc1	8	0	105	0.1	-18	-18	8	5	0
CCN(CC)C(=O)COc1ccc(/C=C(\C#N)S(=O)(=O)c2ccccc2)cc1OC	3	-1	102	-2.4	23	-5	-26	-3	-4
CC1(C)CC(N(Cc2ccco2)C(=O)Cc2ccccc2)CCO1 (stereo unspecified)	1	1	nt	0.5	10	1	-3	3	-4
Cc1ccc(NC(=O)CC2Oc3ccc(C)cc3NC2=O)c(C)c1 (stereo unspecified)	-5	9	104	-2.4	nt	-2	-1	2	-10
CC(=O)c1ccc(NC(=O)C(C)OC(=O)C(C)Oc2cccc(C)c2)cc1 (stereo unspecified)	2	8	103	-1.4	-2	-17	11	3	2
O=C(CSc1nncs1)N1c2ccccc2Sc2ccccc21	-5	0	100	-2.6	-4	8	1	3	0
Cc1ccc(S(=O)(=O)NNC(=S)Nc2c(Cl)cccc2Cl)cc1	10	-1	105	1.0	21	-5	-3	4	-4
CC(C)[C@H](NC(=O)c1ccco1)C(=O)N(C)Cc1c(F)cccc1Cl	3	2	99	-1.0	19	-8	25	-1	-2
CC1=C(C(=O)OCc2ccccc2)C(c2ccccc2Cl)NC(=O)N1CCCC(=O)O (stereo unspecified)	7	1	100	-1.0	-36	-7	-3	3	-3
Cc1[nH]c2ccccc2c1C(=O)C(=O)NCCCn1ccnc1	8	0	97	-1.1	11	1	0	9	2
Cc1ccc(S(=O)(=O)N2C[C@H]3n4c(=O)ccc(=O)n4C[C@H](OC(=O)NC4CCCC4)[C@@]3(O)C2)cc1	7	nt	nt	0.1	nt	nt	-2	nt	0
O=C(Nc1ccc2nc(SCc3ccc(Cl)cc3)sc2c1)c1ccccc1C(=O)N1CCOCC1	-5	6	95	19	6	-9	-12	0	-2
COc1ccc(N(CC(=O)Nc2cc(Cl)ccc2OC)C2=NC3CS(=O)(=O)CC3S2)cc1 (stereo unspecified)	0	-1	99	8.6	2	0	-43	1	nt
COc1cc2cc(CN(CCc3cccc(C)c3)C(=S)NCCCN3CCOCC3)c(=O)[nH]c2cc1OC	-6	10	98	-0.1	-17	0	-4	8	-7
CCOC(=O)c1[nH]c(C)c(C(=O)NCCN2CCOCC2)c1C	11	0	104	2.3	-16	-4	22	5	1
O=C(COC(=O)COc1ccc(Cl)cc1)NC1CCCC1	10	-3	nt	-0.5	nt	nt	3	4	-4
CCC(CC)C(=O)Nc1cccc(C(=O)Nc2ccc(S(N)(=O)=O)cc2)c1	1	3	102	0.4	50	12	-7	8	-3
CCC(=O)c1ccccc1OCCCN1C(=O)NC(C)(C)C1=O	6	3	102	0.5	0	0	-12	6	-4
CCCSc1nc2c(cnn2-c2ccc(C)c(C)c2)c(=O)[nH]1	5	0	102	-1.0	-9	-15	7	-1	4
Cc1ccc(C(=O)NCc2ccccn2)cc1NC1=NC2CS(=O)(=O)CC2S1 (stereo unspecified)	0	0	101	0.4	28	-7	-1	5	nt
CCOC(=O)/C=C/[C@H]1CC(c2ccccc2)(c2ccccc2)CO1	-7	8	nt	1.2	nt	nt	7	-1	-6
Cc1cc(N2CCC(N(C)C3CCCC3)CC2)nc2cc(O)ccc12	4	1	110	0.3	-18	-25	6	9	3
COc1ccc(CC2(CO)CCN(Cc3cnc(-c4ccccc4C)nc3)CC2)cc1	-4	7	105	0.6	-17	2	-2	9	3
Cc1c(OCC(=O)N(C)c2ccccc2)ccc2c3c(c(=O)oc12)CCC3	-2	1	104	-0.9	28	2	2	1	-10
O=C(c1ccco1)N1CCN(C(=O)c2cc(Cl)nc3ccccc23)CC1	4	2	nt	-1.0	nt	nt	-2	-2	-1
CCCCOC(=O)Nc1nnc(C(C)C)s1	18	-3	94	8.5	-5	2	-16	-3	0
CC1=CC(C)(C)[N+](C)(C)c2ccc(C)cc21	-9	2	94	0.2	37	-10	31	2	-1
COc1ccc2[nH]c(-c3cccc(F)c3)cc(=O)c2c1	2	-1	89	-0.3	-14	-21	-4	1	4
CC1CC(C)(C)CC2(C1)NC(=O)N(CC(=O)Nc1ccc3c(c1)OCO3)C2=O (stereo unspecified)	3	nt	nt	-1.8	nt	nt	8	nt	-7
CCOc1ccc(C(=O)Nc2ccc(S(=O)(=O)NCC3CCCO3)cc2)cc1OCC (stereo unspecified)	-7	-2	101	-0.1	8	-8	-8	-1	4
Brc1ccc2c(c1)C(c1ccc(N3CCOCC3)cc1)=NNC(c1cccs1)=N2	8	-1	97	0.0	17	-10	4	6	-1
CS(=O)(=O)Nc1ccc(S(=O)(=O)N2CCCCCC2)cc1	7	-1	102	0.1	37	-6	-7	0	-8
O=C(Cc1ccc(Br)cc1)N1CCN(C(=O)c2ccco2)CC1	-2	0	100	-1.3	18	-10	0	-5	-9
CCCCn1c(N)c(N(CC(C)C)C(=O)c2cccc(S(=O)(=O)N(C)c3ccc(C)cc3)c2)c(=O)[nH]c1=O	0	1	nt	-0.7	nt	nt	-9	1	-4
CCOc1ccccc1NC(=O)COC(=O)C(Cc1ccccc1)NC(=O)c1ccco1 (stereo unspecified)	-3	4	nt	5.0	nt	nt	10	2	-2
Cn1c(=O)[nH]c(=O)c2c1nc1n2CCN1Cc1ccccc1	2	4	108	0.1	-4	2	3	-4	-6
NC(=O)c1nsc(C(=O)N(Cc2cccnc2)C(C(=O)NCc2ccc(F)cc2)c2ccc(O)cc2)c1N (stereo unspecified)	8	3	101	1.0	28	2	2	3	-1
O=C(Nc1nc2c(Cl)c(Cl)ccc2s1)C1CC1	6	3	99	-1.9	31	12	-45	-2	nt
Cc1c(N=Cc2ccncc2)c(=O)n(-c2ccccc2)n1C	-6	-2	111	-0.2	7	-6	-13	4	0
CCC(C)c1ccc(NC(=S)NC2CCN(Cc3ccccc3)CC2)cc1 (stereo unspecified)	-7	-1	102	36	4	-11	-94	0	-10
CC(C)(C)c1ccc(/C=N/NC(=O)C[n+]2ccccc2)cc1	-1	4	95	-0.9	15	-1	5	4	-10
Cc1ccc(S(=O)(=O)N(CC(O)CN2CCCCC2)c2cccc([N+](=O)[O-])c2)cc1 (stereo unspecified)	2	2	106	-0.5	30	-1	-12	4	-4
CC1CN(CCCCOc2ccc3ccccc3c2)CC(C)O1 (stereo unspecified)	-3	7	79	-1.9	-10	-6	-22	-3	-5
C=CCn1c(SCC(=O)c2ccc(CNC(C)=O)o2)nc2scc(C3CC3)c2c1=O	6	8	98	-2.2	-12	5	0	2	-4
COc1cc(-c2noc(C)c2C(=O)NCc2ccc(C)o2)cc(OC)c1OC	6	4	nt	-1.5	nt	nt	-3	-2	-2
COc1ccc(S(=O)(=O)N2CCC(C(=O)Nc3ccc(S(=O)(=O)N4CCCC4)cc3)CC2)cc1OC	-5	1	nt	5.3	nt	nt	3	2	-1
C[n+]1ccn(CC(=O)c2ccc(Br)cc2)c1	4	1	101	-0.8	-1	-10	4	0	-1

Other results follow.
SMILES	M4 PAM	IDE cell inh	MEKK3 PB1 HTS	CRFR2-BP ag	PHOSPHO1 block	p-CIP stab down	CRFBP-R2 block	IDE cell activ	GalR3 antagonist
COc1ccc2c(C(=O)CN3CCN(c4ccccc4)CC3)c[nH]c2c1	8	7	107	1.1	-9	-18	-9	-2	-3
CC/C(=N\NC(=O)CSCc1ccccc1Cl)c1ccc2c(c1)OCCO2	-3	3	100	-2.0	11	-1	3	-3	-2
CC(Oc1ccc(Br)cc1Cl)C(=O)Nc1ccncc1 (stereo unspecified)	-14	4	107	-0.2	25	-11	-4	3	-15
O=C(Nc1cccc(Cl)c1)NC1CC2CCC(C1)N2Cc1cccs1 (stereo unspecified)	-5	2	80	-0.8	30	-8	-17	3	-5
CCOC(=O)CN1C(=O)C(=O)c2cc(C)ccc21	6	3	101	-0.2	37	-12	-5	-6	-3
CCCCN(C(=O)CSc1ncnc2sccc12)c1c(N)n(Cc2ccccc2)c(=O)[nH]c1=O	-1	6	nt	-0.2	nt	nt	31	4	6
CN(Cc1ccccc1)C(=O)COC(=O)c1cc(-c2ccc(Cl)s2)nc2ccccc12	5	-4	95	0.7	15	-2	-23	-4	-1
Cc1ccc(Cl)cc1NC(=O)CSc1nnc(C)n1-c1ccccc1	7	-1	85	0.5	21	-22	7	0	-6
Cc1cc(Cl)ccc1OC(C)C(=O)NCCc1ccc2c(c1)OCCO2 (stereo unspecified)	-5	2	108	-1.5	-2	-14	9	2	-9
CC1CCC(NC(=O)C2CCC(CNS(=O)(=O)c3cccc4nsnc34)CC2)CC1 (stereo unspecified)	8	-4	90	-2.0	7	-6	-8	4	1
O=c1[nH]c2ccc(S(=O)(=O)NCc3ccccc3)cc2[nH]1	-3	0	95	-2.3	37	4	21	-1	0
C=CCn1c(NC(=O)c2ccccc2Cl)c(C#N)c2nc3ccccc3nc21	-8	10	98	4.6	18	4	-18	-5	-4
